T cruzi growth – blocks T. cruzi growth in NIH3T3 culture; T. cruzi beta-gal in NIH3T3, GalScreen luminescence, 90 h; inhibition, % at 8.34 µM; hit rate 5.9% among 77,000;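 active means mean inhibition above about 93%, with at least 55% of replicates each passing it, limit read from the data, passing the limit was not always enough; inconclusive means only one of those two conditions holds; inactive means neither condition holds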
GASC1 inh – KDM4C (human) demethylase inhibition; Q9H3R0; GST-KDM4C 2-372, H3K9me3 peptide, LANCE TR-FRET; inhibition, % at 12.5 µM; hit rate 0.15% among 96,000; AID 720574;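 active means mean replicate inhibition above about 25%, with at least 55% of replicates also reaching it, limit read from the data, passing the limit was not always enough; inconclusive means only one of those two conditions met; inactive means neither condition met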
Target sequence (Q9H3R0 2-372 limits assumed): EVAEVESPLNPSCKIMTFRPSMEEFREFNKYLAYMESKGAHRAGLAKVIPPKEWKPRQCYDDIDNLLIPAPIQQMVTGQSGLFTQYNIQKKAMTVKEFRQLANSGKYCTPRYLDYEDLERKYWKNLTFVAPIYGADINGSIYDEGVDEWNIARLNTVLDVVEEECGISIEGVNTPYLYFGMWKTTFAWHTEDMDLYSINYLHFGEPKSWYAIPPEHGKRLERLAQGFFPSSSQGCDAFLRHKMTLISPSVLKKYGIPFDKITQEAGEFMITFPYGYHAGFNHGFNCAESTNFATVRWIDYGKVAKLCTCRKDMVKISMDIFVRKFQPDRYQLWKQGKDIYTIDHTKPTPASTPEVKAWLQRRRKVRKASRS
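Test system – GST-tagged GASC-1 (JMJD2C) catalytic fragment, aa 2-372 · Medium – HEPES buffer, pH 7.5, plus ascorbate · Reagent – H3K9me3 peptide with Fe(II)/2OG · Compound – one test concentration per compound · Timing – 30 min reaction, 60 min detection, RT · Technique – TR-FRET with Eu antibody and ULight streptavidin, EDTA stop · Read-out basis – inhibition from TR-FRET ratio decrease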
Pf Dd2 inh – inhibitors of Plasmodium falciparum Dd2 growth. P. falciparum Dd2 growth, SYBR Green, 72 h; active compounds read low. activity change, % at 10 µM. hit rate 2.3% among 94,000. AID 1159554; in the data active means activity change below about -80%; inconclusive means no clear call, values can overlap the other calls
C diff HTS – C. difficile growth inhibition; Clostridium difficile clinical isolate growth, OD600, 24 h; active compounds read low; growth activity, negative = inhibition, % at 16 µg/mL (by protocol); hit rate 0.25% among 86,000; AID 1259249;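 active means mean growth activity at or below -80% and every replicate also at or below -80%; inconclusive means mean at or below -80% but some replicate above -80%; inactive means mean growth activity above -80%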;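 further: 0% = DMSO wells and -100% = levofloxacin 16 µg/mL wells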
An asterisk follows results filed as active; ? = inconclusive; · = not tested or not shown.

Codes – A = T cruzi growth; B = GASC1 inh; C = Pf Dd2 inh; D = C diff HTS
1. C[C@@H]1CN([C@H](C)CO)C(=O)c2cccc(NS(=O)(=O)c3cn(C)cn3)c2O[C@@H]1CN(C)C(=O)Nc1cccc2ccccc12
  A: -70 | B: 1.1 | C: -21 | D: ·
2. C[C@@H]1CN([C@@H](C)CO)C(=O)Cc2cc(NS(=O)(=O)c3ccccc3)ccc2O[C@@H]1CN(C)Cc1ccc(Oc2ccccc2)cc1
  A: 87 | B: 0.9 | C: 5 | D: 1
3. CN(C)CC(=O)Nc1ccc2c(c1)[C@H]1C[C@@H](CC(=O)NCc3ccc(-c4ccccc4)cc3)O[C@@H](CO)[C@H]1O2
  A: 60 | B: -1.0 | C: -52 | D: 4
4. CO[C@H]1CN(C)C(=O)c2ccc(NC(=O)C3CC3)cc2OC[C@@H](C)N(CCc2ccccc2)C[C@@H]1C
  A: 62 | B: 0.0 | C: -44 | D: ·
5. CNC[C@@H]1OCCCC[C@H](C)Oc2ccc(NC(=O)Nc3ccc(OC)cc3)cc2C(=O)N([C@H](C)CO)C[C@H]1C
  A: 48 | B: 0.6 | C: 20 | D: -1
6. CC(C)CC#Cc1cnc2c(c1)C(=O)N([C@H](C)CO)C[C@@H](C)[C@H](CN(C)S(=O)(=O)c1ccccc1)O2
  A: 68 | B: -1.7 | C: -30 | D: 0
7. COc1ccccc1NC(=O)N1CC(=O)N2[C@H](CO)[C@@H](c3ccc(-c4cccc(C)c4)cc3)[C@@H]2C1
  A: · | B: 22 | C: -40 | D: 1
8. C[C@@H]1CN([C@H](C)CO)S(=O)(=O)c2ccc(/C=C/c3ccccc3)cc2O[C@@H]1CN(C)Cc1cccnc1
  A: 128* | B: -1.6 | C: -33 | D: -8
9. C[C@H]1CCCCO[C@@H](CN(C)C(=O)Cc2ccccc2)[C@@H](C)CN([C@@H](C)CO)C(=O)c2cc(NS(=O)(=O)c3ccc(Cl)cc3)ccc2O1
  A: 101* | B: -1.6 | C: -65 | D: 5
10. CNC[C@@H]1OCCCC[C@@H](C)Oc2ccc(NC(=O)c3ccncc3)cc2C(=O)N([C@@H](C)CO)C[C@H]1C
  A: 49 | B: -1.4 | C: 5 | D: -1
11. CCS(=O)(=O)N1CCCCN2[C@H](C1)[C@H](c1ccc(C#Cc3ccccn3)cc1)[C@@H]2CO
  A: 96* | B: 0.1 | C: -19 | D: -6
12. C[C@@H]1CN([C@H](C)CO)C(=O)c2cc(NS(C)(=O)=O)ccc2O[C@H]1CN(C)S(=O)(=O)c1cccs1
  A: 74 | B: -0.9 | C: 0 | D: ·
13. CC(C)CC#Cc1ccc([C@@H]2[C@@H](CO)N3C(=O)CN(C(=O)NC4CCCCC4)C[C@H]23)cc1
  A: · | B: 0.4 | C: -11 | D: 10
14. COc1ccc(CNC(=O)C[C@@H]2CC[C@H](NC(=O)c3cccc(F)c3)[C@H](CO)O2)cc1
  A: 52 | B: 0.1 | C: 4 | D: ·
15. COCC(=O)N1CC(=O)N2[C@@H](CO)[C@@H](c3ccc(C#CC4CC4)cc3)[C@@H]2C1
  A: · | B: 18 | C: 4 | D: 8

Results in GASC1 inh, C diff HTS and Pf Dd2 inh, for some of the entries so far:
item | smiles | GASC1 inh | C diff HTS | Pf Dd2 inh
7 | COc1ccccc1NC(=O)N1CC(=O)N2[C@H](CO)[C@@H](c3ccc(-c4cccc(C)c4)cc3)[C@@H]2C1 | 22 | 1 | -40
8 | C[C@@H]1CN([C@H](C)CO)S(=O)(=O)c2ccc(/C=C/c3ccccc3)cc2O[C@@H]1CN(C)Cc1cccnc1 | -1.6 | -8 | -33

Two entries drawn at random from those above:
Codes – A = T cruzi growth; B = GASC1 inh; C = Pf Dd2 inh; D = C diff HTS
14. COc1ccc(CNC(=O)C[C@@H]2CC[C@H](NC(=O)c3cccc(F)c3)[C@H](CO)O2)cc1
  A: 52 | B: 0.1 | C: 4 | D: ·
4. CO[C@H]1CN(C)C(=O)c2ccc(NC(=O)C3CC3)cc2OC[C@@H](C)N(CCc2ccccc2)C[C@@H]1C
  A: 62 | B: 0.0 | C: -44 | D: ·

New compounds follow:
Codes – A = T cruzi growth; B = GASC1 inh; C = Pf Dd2 inh; D = C diff HTS
16. C[C@@H]1CN([C@H](C)CO)C(=O)c2cc(NS(=O)(=O)c3ccc(Cl)cc3)ccc2O[C@@H](C)CCCCO[C@H]1CN(C)Cc1ccc(C(F)(F)F)cc1
  A: 94 | B: -0.8 | C: -12 | D: 39
17. CC(C)C#Cc1ccc([C@@H]2[C@@H](C#N)N(C(=O)CN(C)C)[C@@H]2CO)cc1
  A: 66 | B: -0.4 | C: 9 | D: -10
18. CO[C@H]1CN(C)C(=O)c2cc(NC(=O)C3CC3)ccc2OC[C@H](C)N(Cc2cncnc2)C[C@@H]1C
  A: 15 | B: 1.6 | C: 19 | D: 3
19. Cc1ccccc1-c1cnc2c(c1)C(=O)N([C@H](C)CO)C[C@H](C)[C@@H](CN(C)C(=O)c1cccnc1)O2
  A: 2 | B: 2.3 | C: · | D: 6
20. CC(=O)N[C@H]1CC[C@H](CC(=O)NCc2ccc(Cl)cc2)O[C@@H]1CO
  A: -15 | B: -0.3 | C: 2 | D: 0
21. C[C@@H]1CN([C@@H](C)CO)C(=O)Cc2cc(NC(=O)c3ccncc3)ccc2O[C@H]1CN(C)CC1CC1
  A: 15 | B: -1.1 | C: 4 | D: -1
22. COc1ccc(S(=O)(=O)N(C)C[C@@H]2Oc3c(NS(=O)(=O)c4ccc(Cl)cc4)cccc3C(=O)N([C@H](C)CO)C[C@@H]2C)cc1
  A: 55 | B: -0.3 | C: -2 | D: 56
23. CC(=O)N1[C@H](CO)[C@H](c2ccccc2)C12CN(C(=O)c1ccc3c(c1)OCO3)C2
  A: · | B: 1.9 | C: -47 | D: 5
24. CO[C@H]1CN(C)C(=O)c2cc(NC(C)=O)ccc2OC[C@@H](C)N(Cc2ccc(F)cc2)C[C@@H]1C
  A: 19 | B: 0.7 | C: 5 | D: -2
25. CCNC(=O)C[C@@H]1C=C[C@H](NC(=O)C2CCOCC2)[C@@H](CO)O1
  A: -12 | B: 0.4 | C: -3 | D: 4
26. O=C(NCC1CC1)[C@H]1[C@H](CO)[C@H]2Cn3c(ccc(C4=CCCCC4)c3=O)[C@@H]1N2
  A: 36 | B: 0.5 | C: 11 | D: -3
27. Cc1noc(C)c1NC(=O)Nc1ccc2c(c1)CC(=O)N([C@H](C)CO)C[C@H](C)[C@H](CN(C)C(=O)Nc1ccc3c(c1)OCO3)O2
  A: 1 | B: 2.4 | C: 17 | D: 1
28. COc1cccc(-c2cnc3c(c2)C(=O)N([C@@H](C)CO)C[C@H](C)[C@H](CN(C)Cc2ccc(C(=O)O)cc2)O3)c1
  A: · | B: 2.9 | C: 50 | D: -2
29. Cc1noc(C)c1S(=O)(=O)Nc1ccc2c(c1)C(=O)N([C@H](C)CO)C[C@H](C)[C@@H](CN(C)Cc1ccc(C(=O)O)cc1)O2
  A: 60 | B: 1.2 | C: 2 | D: ·
30. C[C@H](CO)N1C[C@H](C)[C@H](CN(C)S(=O)(=O)c2ccc3c(c2)OCCCO3)OCc2cn(nn2)CCCC1=O
  A: -9 | B: -0.1 | C: 2 | D: ·
31. C[C@@H]1CN([C@@H](C)CO)S(=O)(=O)c2ccc(C#CCC3CCCC3)cc2O[C@H]1CN(C)C(=O)CC1CC1
  A: 116* | B: 4.0 | C: -66 | D: -4
32. C[C@@H]1CN([C@@H](C)CO)C(=O)c2cc(NC(=O)CCC(F)(F)F)ccc2O[C@@H]1CN(C)S(C)(=O)=O
  A: 2 | B: 0.0 | C: 15 | D: 0
33. COc1ccc(NC(=O)N(C)C[C@@H]2Oc3c(NC(=O)Nc4ccccc4)cccc3C(=O)N([C@H](C)CO)C[C@@H]2C)cc1
  A: 8 | B: 0.7 | C: -17 | D: 6
34. O=C(C[C@H]1C[C@@H]2c3cc(NS(=O)(=O)c4ccc(F)cc4)ccc3O[C@@H]2[C@H](CO)O1)NCc1cccc(F)c1
  A: 45 | B: -2.7 | C: -41 | D: 2
35. C[C@@H]1CN([C@@H](C)CO)S(=O)(=O)c2ccc(C#CC3CCCCC3)cc2O[C@@H]1CN(C)C
  A: 66 | B: -2.2 | C: -68 | D: 12
36. C[C@@H]1CN([C@@H](C)CO)C(=O)c2cc(-c3ccccc3)cnc2O[C@@H]1CN(C)C(=O)Cc1ccccn1
  A: 5 | B: 0.5 | C: 14 | D: -1
37. CCC(=O)N1C[C@H](C)[C@H](OC)CN(C)C(=O)c2ccc(NC(=O)c3cc(C)on3)cc2OC[C@H]1C
  A: -22 | B: 2.2 | C: -21 | D: 1
38. O=C(Nc1ccc2c(c1)[C@@H]1C[C@@H](CC(=O)N3CCc4ccccc4C3)O[C@H](CO)[C@@H]1O2)Nc1ccccc1F
  A: · | B: -3.2 | C: -47 | D: -1
39. COc1ccc2c3c([nH]c2c1)[C@@H](CO)N(C)CC31CN(S(C)(=O)=O)C1
  A: · | B: · | C: 20 | D: -1
40. C/C=C/c1ccc([C@@H]2[C@@H](CNC(=O)CC)N(C(=O)COC)[C@H]2CO)cc1
  A: 3 | B: 0.1 | C: -5 | D: -4
41. O=C(Nc1cccc(F)c1)N1CC(=O)N2[C@H](CO)[C@@H](c3ccc(-c4ccccc4)cc3)[C@@H]2C1
  A: · | B: 1.5 | C: -10 | D: -1
42. CN1C(=O)c2cc(NS(=O)(=O)c3cccc(F)c3)ccc2OC[C@H]2O[C@H](CC(=O)N3CCc4ccccc4C3)CC[C@@H]21
  A: 55 | B: -1.1 | C: 11 | D: 56
43. C[C@@H]1CN([C@@H](C)CO)C(=O)c2cc(NC(=O)Nc3ccc4c(c3)OCO4)ccc2O[C@H]1CN(C)Cc1ccc(Cl)c(Cl)c1
  A: 74 | B: -1.3 | C: -17 | D: ·
44. CCCC#Cc1ccc2c(c1)O[C@@H](CN(C)Cc1ccccn1)[C@@H](C)CN([C@H](C)CO)S2(=O)=O
  A: ? | B: 2.2 | C: · | D: -6
45. COCC(=O)Nc1ccc2c(c1)C(=O)N(C)C[C@H](OC)[C@@H](C)CN[C@@H](C)CO2
  A: -28 | B: 0.4 | C: -13 | D: 1
46. C[C@@H]1CCCCO[C@H](CN(C)S(=O)(=O)c2ccc(Cl)cc2)[C@@H](C)CN([C@H](C)CO)C(=O)c2cc(NC(=O)Nc3ccc4c(c3)OCO4)ccc2O1
  A: 83 | B: 3.0 | C: -71 | D: 8
47. C[C@H](CO)N1C[C@H](C)[C@@H](CN(C)Cc2ccc3c(c2)OCO3)OCCCC[C@H](C)Oc2ccc(NC(=O)C3CCCCC3)cc2C1=O
  A: 50 | B: 1.0 | C: -5 | D: 1
48. Cc1ccc(-c2ccc3c(c2)O[C@@H](CN(C)C(=O)Nc2ccccc2)[C@H](C)CN([C@@H](C)CO)S3(=O)=O)cc1
  A: · | B: -1.0 | C: -49 | D: -3
49. C[C@@H]1CCCCO[C@H](CN(C)S(=O)(=O)c2ccccc2)[C@H](C)CN([C@H](C)CO)C(=O)c2cc(NC(=O)C3CCCCC3)ccc2O1
  A: 68 | B: -0.8 | C: -78 | D: -9
50. COc1cccc(C#Cc2cnc3c(c2)C(=O)N([C@@H](C)CO)C[C@H](C)[C@@H](CN(C)C(=O)C2CCC2)O3)c1
  A: 84 | B: -1.4 | C: -75 | D: -1
51. O=C(C[C@H]1CC[C@H](NC(=O)C2CCC2)[C@H](CO)O1)Nc1nccs1
  A: 12 | B: 0.8 | C: 9 | D: 2
52. C[C@@H]1CN([C@H](C)CO)C(=O)c2cc(NS(=O)(=O)c3ccccc3)ccc2O[C@@H](C)CCCCO[C@H]1CN(C)Cc1ccc2c(c1)OCO2
  A: · | B: -0.1 | C: -56 | D: ·
53. C[C@@H]1CN([C@@H](C)CO)C(=O)c2cc(NC(=O)c3ccncc3)ccc2O[C@@H](C)CCCCO[C@H]1CN(C)C(=O)Nc1ccc2c(c1)OCO2
  A: -37 | B: 6.9 | C: 1 | D: -2
54. C[C@H]1CN([C@@H](C)CO)C(=O)Cc2cc(NC(=O)Cn3cnnn3)ccc2O[C@@H]1CN(C)C(=O)Nc1ccccc1
  A: 5 | B: 0.3 | C: 30 | D: -2
55. CO[C@@H]1CN(C)C(=O)c2cc(NS(C)(=O)=O)ccc2OC[C@@H](C)N(C(=O)CC2CC2)C[C@@H]1C
  A: -29 | B: 0.0 | C: 32 | D: -2
56. CC(=O)N(C)C[C@H]1Oc2ncc(C#Cc3cccnc3)cc2C(=O)N([C@H](C)CO)C[C@H]1C
  A: -26 | B: -1.6 | C: 26 | D: 4
57. C[C@@H]1CN([C@H](C)CO)C(=O)c2cccc(NS(=O)(=O)c3ccccc3)c2O[C@H]1CN(C)CC1CCCCC1
  A: 66 | B: 0.1 | C: -26 | D: -1
58. CCC(=O)NC[C@@H]1[C@H](c2ccc(C3=CCCC3)cc2)[C@@H](CO)N1C(C)=O
  A: 17 | B: -1.3 | C: -1 | D: 0
59. CC(C)C#Cc1cnc2c(c1)C(=O)N([C@@H](C)CO)C[C@H](C)[C@@H](CN(C)Cc1ccccn1)O2
  A: 19 | B: · | C: -15 | D: -1
60. COc1ccc(NC(=O)N(C)C[C@H]2Oc3ccc(NC(=O)c4ccncc4)cc3CC(=O)N([C@H](C)CO)C[C@H]2C)cc1
  A: 67 | B: -1.1 | C: -8 | D: -2
